# High-throughput results as filed in PubChem BioAssay.
# SW480 rerep – induces DNA re-replication in SW480 colon adenocarcinoma cells | SW480 DNA re-replication, Hoechst DNA content imaging, 48 h | Potency, µM (highest dose often 46.1 µM), for inactives: top-dose re-replication activation, actives largely listed as activators | hit rate 1.8% among 340,000 | AID 624297; further: potency means the concentration at half of the fitted maximal effect; % of control where 0% means no effect; nearly all actives have a fitted effect of over 55% in size
#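 Readout is total intensity of Hoechst-stained nuclei, excited at 405 nm and collected at 500-530 nm. Compound treatment lasted 48 hr at 37 C in 5% CO2 before staining.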
# HT1080 IDH1KD tx – kills HT-1080 cells with IDH1 knockdown | Potency, µM (doses to about 46.1 µM), for the others: at the top dose activity, negative = toxicity, most hits filed as cytotoxic | HT-1080 IDH1 knockdown viability, ATP luminescence, 48 h | hit rate 2% among 360,000 | AID 686971;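 further: potency means the concentration at half of the fitted maximal effect; 0% = DMSO wells and -100% = cell-free medium wells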
#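 Assay cells: HT-1080 with IDH1 knockdown, 750 per well, RPMI/5% FBS. Exposure: 48 h at 37 °C following 2 h pre-incubation. Read: CellTiter-Glo luminescence; fitted concentration-response, curve class assigned.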
# ATXN2 expr inh – inhibitors of ATXN2 expression; HEK-293 ATXN2-luciferase reporter, luminescence, 24 h; Potency, µM (series often up to 57 µM), inactives show top-dose activity change, negative = inhibition, most hits filed as inhibitors; hit rate 0.72% among 360,000; further: potency means the concentration at half of the fitted maximal effect; on the % scale 0 is the no-effect control and ±100 the full control effect; nearly all actives have a fitted effect of over 55% in size
#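 qHTS (up to 57 uM final) was run with 24 h compound exposure of reporter cells at 37 °C. Each well was multiplexed: SteadyGlo luminescence measured ATXN2-luciferase expression after a fluorogenic Gly-Phe-AFC viability readout (25 uM final).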
# KB-V1 cytotox – KB-V1 MDR subline cytotoxicity; KB-V1 MDR cells viability, CellTiter-Glo, 72 h; Potency, µM (highest dose often 46.1 µM), for the others: top-dose activity change, negative = cytotoxicity, most hits filed as cytotoxic; hit rate 3.4% among 400,000; further: potency means the concentration at half of the fitted maximal effect; on the % scale 0 is the no-effect control and ±100 the full control effect; nearly all actives have a fitted effect of over 60% in size
#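 Drug-selected KB-V1 cells, grown in DMEM lacking phenol red with 10% FBS, receive compound titrations; after three days at 37 degrees C, surviving cell ATP is quantified by CellTiter-Glo luminescence and responses normalized and curve-fitted.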
# IL1B secr inh – inhibitors of inflammasome signaling (IL-1 beta secretion); THP-1 LPS/ATP IL-1B secretion, AlphaLISA, 16 h; stronger effect = lower value; activity change, % at 57.5 µM; hit rate 4.7% among 360,000; AID 743279; in the data active means activity change below about -50%; inconclusive means mostly about -30% to -49%; further: on the % scale 0 is the no-effect control and ±100 the full control effect
#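 Secreted IL-1B measured by AlphaLISA bead assay after 16 h compound exposure of THP-1 cells; compounds (final up to 57.5 uM) added 1 h before LPS (250 ng/mL) and ATP (1.25 mM) stimulation; lower signal means less secretion.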
# HT1080NT lethal – kills 2HG-producing HT-1080-NT fibrosarcoma cells. hit rate 1.6% among 360,000. Potency, µM (highest dose often 46.1 µM), for the others: at the top dose activity, negative = less viability, usual class: cytotoxic. HT-1080-NT fibrosarcoma viability, CellTiter-Glo ATP luminescence, 48 h;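 further: NT is the 2HG producing partner of a matched IDH1 knockdown line; potency means the concentration at half of the fitted maximal effect; 0% = DMSO-treated cells and -100% = media-only wells without cells; nearly all actives have a fitted effect of over 55% in size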
#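 Viability by CellTiter-Glo luminescence after 48 h compound exposure at 37C of HT-1080-NT cells (750/well, RPMI, 5% FBS). % activity scaled between DMSO wells and medium-only wells, then curve-fitted and categorized by curve class.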
# WRN inhibitor – WRN helicase (human) inhibition | AID 651768 | WRN helicase unwinding, fluorescent forked duplex, kinetic | hit rate 0.46% among 360,000 | Potency, µM (titrated, usually from 114 µM), inactives show top-dose activity change, negative = inhibition, most hits filed as inhibitors; further: potency means the concentration at half of the fitted maximal effect; on the % scale 0 is the no-effect control and ±100 the full control effect; nearly all actives have a fitted effect of over 55% in size
# Target sequence (Q14191 whole entry, looked up): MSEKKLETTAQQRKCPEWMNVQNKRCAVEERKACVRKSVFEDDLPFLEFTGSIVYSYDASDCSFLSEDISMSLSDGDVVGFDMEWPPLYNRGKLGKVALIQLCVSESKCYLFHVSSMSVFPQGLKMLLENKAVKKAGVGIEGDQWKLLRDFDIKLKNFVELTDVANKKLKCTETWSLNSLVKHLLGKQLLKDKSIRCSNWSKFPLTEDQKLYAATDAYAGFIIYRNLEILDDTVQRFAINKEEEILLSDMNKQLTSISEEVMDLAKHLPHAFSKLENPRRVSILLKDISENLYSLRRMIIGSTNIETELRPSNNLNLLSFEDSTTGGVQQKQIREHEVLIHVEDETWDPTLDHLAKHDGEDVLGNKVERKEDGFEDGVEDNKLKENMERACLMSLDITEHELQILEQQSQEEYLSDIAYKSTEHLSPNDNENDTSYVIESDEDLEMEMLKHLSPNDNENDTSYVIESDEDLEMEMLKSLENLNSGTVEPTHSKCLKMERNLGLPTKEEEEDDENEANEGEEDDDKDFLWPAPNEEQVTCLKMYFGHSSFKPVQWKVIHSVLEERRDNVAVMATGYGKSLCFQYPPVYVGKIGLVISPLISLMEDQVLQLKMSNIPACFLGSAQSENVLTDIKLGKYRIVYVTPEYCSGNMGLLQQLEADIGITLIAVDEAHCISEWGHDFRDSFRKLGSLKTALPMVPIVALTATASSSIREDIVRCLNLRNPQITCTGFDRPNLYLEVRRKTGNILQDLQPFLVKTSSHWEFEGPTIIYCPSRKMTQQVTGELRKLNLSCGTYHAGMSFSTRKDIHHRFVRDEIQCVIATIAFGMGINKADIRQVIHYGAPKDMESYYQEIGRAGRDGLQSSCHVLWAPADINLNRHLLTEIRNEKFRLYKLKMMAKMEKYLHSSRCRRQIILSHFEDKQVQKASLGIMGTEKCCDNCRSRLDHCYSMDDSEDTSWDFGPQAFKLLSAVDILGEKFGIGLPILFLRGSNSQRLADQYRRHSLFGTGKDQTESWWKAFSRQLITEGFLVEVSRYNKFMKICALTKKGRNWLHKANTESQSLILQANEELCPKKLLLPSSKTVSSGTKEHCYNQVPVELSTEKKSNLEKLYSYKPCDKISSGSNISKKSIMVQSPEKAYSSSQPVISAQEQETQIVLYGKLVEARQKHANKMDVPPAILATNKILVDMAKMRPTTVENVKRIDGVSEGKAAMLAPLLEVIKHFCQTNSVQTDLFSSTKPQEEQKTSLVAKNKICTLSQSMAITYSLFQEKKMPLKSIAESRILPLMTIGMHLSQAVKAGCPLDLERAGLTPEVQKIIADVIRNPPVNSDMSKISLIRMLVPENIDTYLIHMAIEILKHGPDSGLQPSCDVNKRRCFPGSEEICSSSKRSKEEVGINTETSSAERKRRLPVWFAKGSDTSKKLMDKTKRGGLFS
#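 WRN at 20 nM final preincubated with compound 15 min at room temperature; reaction started with 100 nM fluorophore/quencher forked duplex oligonucleotide and 2 mM ATP final. Unwinding followed kinetically by red fluorescence (ex 525, em 598 nm).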
# KB-3-1 cytotox – KB-3-1 parental cell cytotoxicity; Potency, µM (top dose mostly 46.1 µM), for inactives: at the top dose activity change, negative = cytotoxic, most hits filed as cytotoxic; AID 1347075; KB-3-1 viability, CellTiter-Glo ATP luminescence, 72 h; hit rate 1.4% among 400,000; further: potency means the concentration at half of the fitted maximal effect; on the % scale 0 is the no-effect control and ±100 the full control effect; nearly all actives have a fitted effect of over 60% in size
#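 KB-3-1 parental drug-naive adenocarcinoma cells in DMEM/10% FBS, incubated 72 h at 37 C with pin-transferred compounds across a concentration series. Viability by CellTiter-Glo luminescence; concentration-response curves fitted after normalization.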
# MCF10A rerep – inducers of DNA re-replication in MCF 10A breast cells. Potency, µM (doses to about 46.1 µM), for inactives: top-dose activity, positive = re-replication, usual class: activators. AID 624296. MCF 10A DNA re-replication, Hoechst nuclear intensity, 48 h. hit rate 2.9% among 350,000; further: potency means the concentration at half of the fitted maximal effect; % of control where 0% means no effect; nearly all actives have a fitted effect of over 50% in size
# Numbers without * were called inactive; ? = inconclusive; . = not tested or not shown; & = joins results of further samples; [ ] = dose if it differs, or a comment. Unless noted, the call rests on the fitted dose curve; in most records, active means well fitted curve in the direction sought with a large enough effect; inconclusive means small, poorly fitted or top-dose-only effect, or another doubt; inactive means no such curve, though single readings can be large; an effect the other way counts as inactive or inconclusive. Not a hit list. Share with any hit: about 12%.
SMILES,SW480 rerep,HT1080 IDH1KD tx,ATXN2 expr inh,KB-V1 cytotox,IL1B secr inh,HT1080NT lethal,WRN inhibitor,KB-3-1 cytotox,MCF10A rerep
COc1ccc(-n2c(Cc3cccn3C)nnc2SCC(=O)Nc2ccc3c(c2)OCCO3)cc1,0.1%,-0.4%,-5.2%,10.8%,-4.5,-3.2%,3.3%,4.9%,-3.9%
NC(=O)C1CCN(CC(=O)Nc2ccccc2N2CCOCC2)CC1,-5.3%,3.3%,.,27.1%,-7.5,0.2%,2.1%,5.1%,-0.7%
COc1ccc(NCc2nnc(SCC(=O)Nc3ccccc3OC)o2)cc1,-0.7%,-5.3%,1.9%,-3.0%,11.2,-5.5%,6.3%,2.0%,0.4%
CC(=O)Nc1cc(C)c2nc(NC(C)=O)sc2c1,-145.2%[inhibitor],-9.0%,35.5%,-12.9%,-28.3,-1.3%,-5.8%,-10.0%,-26.2%
O=C(NCCc1ccccc1)c1ccc(S(=O)(=O)N2CCCCC2)cc1,.,-2.8%,.,16.0%,-2.0,2.6%,3.0%,3.5%,.
COC(=O)[C@]12CCCCC=C1N(CCC1=CCCCC1)C(=O)[C@H](CC(=O)N1CCC(c3ccccc3)CC1)C2,.,?,0.0%,?,6.5,?,2.8%,-15.6%,.
CCCn1c(CN(C)Cc2ccccc2)nc2c1c(=O)n(C)c(=O)n2C,1.9%,-17.9%,-21.0%,?,-22.8,-15.9%,-4.3%,-18.1%,8.0%
CCN(CC(=O)NC(=O)NCc1ccco1)Cc1ccccc1,-89.1%[inhibitor],-0.1%,0.0%,-3.3%,-0.9,0.1%,-3.7%,0.6%,-3.4%
O=C(Oc1ccc(/C=N/Nc2ccccc2)cc1)c1ccccc1,5.7%,-23.9%,0.2%,-4.0%,44.0,-24.7%,35.3%,2.1%,0.9%
Nc1ccc(-n2ccnc2)cc1,-6.5%,6.1%,4.2%,0.0%,15.0,7.5%,-5.9%,-1.8%,-3.5%
N#CCCN(Cc1ccccc1)C(=S)Nc1ccc(F)cc1,-7.3%,-8.1%,?,-13.0%,10.0,-8.4%,7.1%,-4.1%,-3.0%
Cc1ccc(S(=O)(=O)N2CCOCC2)cc1NC(=O)Nc1ccc([N+](=O)[O-])cc1,3.3%,6.9%,-4.4%,.,-3.2,0.0%,-16.3%,.,5.6%
Nc1cc(=O)[nH]c(SCCSc2ccccc2F)n1,0.0%,-2.3%,-4.6%,?,-17.8,-9.5%,6.1%,?,9.3%
CCOC(=O)COn1c(=O)c(-c2ccc(OC)cc2)[n+]([O-])c2ccccc21,2.9%,15.9%,9.4%,4.4%,16.0,11.4%,11.2%,19.6%,0.5%
CCc1ccc(-c2cc(C)no2)cc1S(=O)(=O)N1CCOc2ccccc21,26.3%,?,-20.4%,20.6µM*,-5.0,?,-0.8%,-27.1%,?
N#C/C(=N\O)c1nc2ccccc2[nH]1,4.4%,-0.5%,-1.8%,-3.3%,-9.3,0.5%,-3.3%,11.0%,-23.6%
CCCCCCOc1ccc(/C=C/C(=O)N2CCOCC2)cc1OC,?,-20.1%,19.4%,0.7%,9.0,-9.0%,7.8%,-10.2%,7.7%
Clc1cccc(CSc2ncnc3c2ncn3C2CCCCO2)c1 (stereo unspecified),2.1%,-19.4%,0.0%,-6.2%,-23.6,-7.4%,0.8%,-6.4%,?
CCN(C(=O)COC(=O)c1cccc(S(=O)(=O)N2CCOCC2)c1)C1CCS(=O)(=O)C1 (stereo unspecified),1.1%,9.7%,1.6%,4.5%,21.4,1.5%,-2.3%,-12.2%,-3.4%
CCN(CC)S(=O)(=O)c1ccc(C(=O)Nn2cnnc2)cc1,-3.9%,20.5%,2.8%,21.2%,42.4,6.5%,6.0%,14.2%,-0.9%
CCOc1ccc(CNC(=O)C2CCN(c3nn4c(=O)cc(C)nc4s3)CC2)cc1,-6.7%,-5.6%,-2.8%&-10.0%,0.0%&2.8%,-4.1,-7.8%,0.7%,1.2%&4.5%,6.4%
O=C(c1cc(-c2ccccn2)nc2ccc(Cl)cc12)N1CCN(CCc2ccccc2)CC1,0.1%,-0.8%,-6.2%,-2.0%,40.7,-0.9%,-0.1%,8.7%,-2.3%
COc1ccc(/C=N\NC(=O)c2ccccc2F)cc1COc1ccc(F)cc1F,11.6µM*,2.31µM*,8.8%,?,65.7,2.31µM*,-6.3%,5.17µM*,?
CC1=Nc2ccccc2/C1=C\c1nc(-c2ccc(F)cc2)oc1O,?,?,-15.3%,10.2%,48.4,2.8%,?,13.3%,-18.6%
CC(=O)NNC(=O)CCn1c2c(c3ccccc31)CCCC2,-53.4%[inhibitor],-0.9%,12.5%,-1.4%,.,0.0%,-0.8%,0.6%,-30.5%[inhibitor]
COc1ccc(C(=O)C2CCCN(C(=O)c3ccc4cc[nH]c4c3)C2)c(C)c1 (stereo unspecified),-11.4%,-4.9%,.,2.5%,18.2,-1.2%,-8.0%,0.1%,-1.4%
COC(=O)C1CC(O)CN1C(=O)c1ccco1 (stereo unspecified),-9.1%,-1.3%,-9.6%,7.2%,-2.9,-5.2%,9.6%,-10.1%,5.8%
CNC(=O)c1csc(-c2ccccc2)n1,-19.0%,11.0%,31.7%,3.0%,-4.8,7.8%,7.1%,4.6%,4.2%
O=C(Cc1ccccc1)NCC(=O)N1CCCCCC1,-24.7%,6.9%,20.6%,-2.5%,-3.2,3.9%,3.2%,10.9%,21.8%
C=CCn1c(SCCC(=O)O)nc2c1c(=O)n(C)c(=O)n2C,16.3%,-11.2%,2.8%,10.0%,5.0,0.9%,-11.3%,-5.5%,-49.7%[inhibitor]
NS(=O)(=O)c1ccc(CCNC(=O)C2CCN(c3ncnc4c3nc3n4CCCCC3)CC2)cc1,-12.9%,-0.4%,.,0.0%,-3.9,1.4%,-3.0%,0.2%,-2.5%
Cc1ccc([C@@H]2CC=C(C(=O)O)CN2S(=O)(=O)c2ccc(C)cc2)cc1,2.1%,7.4%,5.2%,?,53.6,3.2%,11.0%,0.7%,5.6%
O=C(CNC(=O)c1cccs1)N/N=C/c1cccc(Br)c1,?,16.4%,2.8%,4.6%,?,-1.6%,7.3%,1.9%,-2.8%
Oc1ccc(Nc2ncnc3scc(-c4ccccc4)c23)cc1,3.9%,-12.3%,-23.3%,-20.2%,-9.5,-9.4%,-11.5%,-28.6%,-2.8%
O=C(CN(C(=O)CCC(=O)Nc1nccs1)c1ccccc1F)NCc1ccc2c(c1)OCO2,?,-13.9%,4.9%,21.4%,-11.1,-12.4%,-7.1%,17.4%,-8.5%
C=CCn1cc(C(=O)NCc2ccco2)c(=O)c2cc(S(=O)(=O)N3CCCCCC3)ccc21,-0.6%,?,.,?,?,?,-2.5%,?,7.5%
O=C(Nc1ccc(SC(F)F)cc1)C1CC(=O)N(Cc2ccccc2)C1 (stereo unspecified),12.3%,-0.6%,7.7%,.,-10.9,0.0%,-12.8%,.,-11.8%
N#C/C(=C(/O)c1ccc2c(c1)OCO2)c1nc2cc(C(F)(F)F)ccc2s1,?,?,?,?,-54.2*,?,-6.2%[57.1 µM],14.6µM*,9.8%
Cc1ccc(-c2ccc(CN3C(CC(C)C)C(=O)N(Cc4cn(CC5CCCCC5)nn4)CCS3(=O)=O)cc2)cc1 (stereo unspecified),.,?,-25.3%,-26.4%,5.7,-23.5%,-8.3%,-13.7%,.
Cc1ccc(-n2c3c(c(=O)[nH]c2=O)C(NS(=O)(=O)c2ccc(Cl)cc2)(C(F)(F)F)C(=O)N3)cc1 (stereo unspecified),?,-21.0%,10.8%&-0.9%,?,13.1,-1.5%,10.1%,12.9%&-9.3%,0.4%
CCOC(=O)CSc1nnc(CNC(=O)Cc2ccccc2)n1-c1ccccc1OC,1.1%,-9.1%,9.3%,3.5%,-3.6,2.7%[9.24 µM],-2.2%,0.0%,0.3%
Cc1cccc(-n2ncc3c(N(C)C4CCCCC4)ncnc32)c1,-1.1%,1.4%,?,8.4%,-28.2,0.7%,-7.4%,3.6%,?
CC(C)c1nc(N2CCCC2)c(C#N)c2c1CCCC2,-2.2%,-4.3%,6.0%,2.1%,64.2,8.2%,0.5%,0.9%,?
CCn1cnc2cc(NCc3ccccc3Cl)ccc21,0.8%,-7.6%,10.6%,-4.9%,-26.1,0.2%,11.5%,-18.2%,-3.1%
CC(NC(=O)COC(=O)CNC(=O)C1CCCCC1)c1ccccc1 (stereo unspecified),5.3%,-2.3%,4.6%,6.8%,-6.3,0.9%,0.0%,4.5%,-4.4%
CC(=O)NS(=O)(=O)c1ccc(NC(=O)CN2C(=O)C3C4C=CC(C4)C3C2=O)cc1 (stereo unspecified),-5.5%,8.8%,17.1%,14.0%,9.0,9.1%,-2.2%,-3.8%,-0.1%

# Filtered by structure, those above containing a CF3 group (2)
SMILES,SW480 rerep,HT1080 IDH1KD tx,ATXN2 expr inh,KB-V1 cytotox,IL1B secr inh,HT1080NT lethal,WRN inhibitor,KB-3-1 cytotox,MCF10A rerep
N#C/C(=C(/O)c1ccc2c(c1)OCO2)c1nc2cc(C(F)(F)F)ccc2s1,?,?,?,?,-54.2*,?,-6.2%[57.1 µM],14.6µM*,9.8%
Cc1ccc(-n2c3c(c(=O)[nH]c2=O)C(NS(=O)(=O)c2ccc(Cl)cc2)(C(F)(F)F)C(=O)N3)cc1 (stereo unspecified),?,-21.0%,10.8%&-0.9%,?,13.1,-1.5%,10.1%,12.9%&-9.3%,0.4%
